Assay outcomes from PubChem.
12-LOX inh: Primary qHTS assay for inhibitors of human arachidonate 12S-lipoxygenase (ALOX12): Round 2; Polyunsaturated fatty acid lipoxygenase ALOX12 (Homo sapiens), P18054; purified 12hLO, xylenol orange hydroperoxide absorbance; Potency, µM (highest dose often 108 µM), without a hit: at the top dose activity change, negative = inhibition, most hits filed as inhibitors; actives 1.1% (n = 580,000); active = well fitted inhibition curve with a large enough effect; inconclusive = small, poorly fitted or top-dose-only effect, or another doubt; inactive = no such curve, though single readings can be large or run the other way
Target sequence (P18054 whole entry, looked up): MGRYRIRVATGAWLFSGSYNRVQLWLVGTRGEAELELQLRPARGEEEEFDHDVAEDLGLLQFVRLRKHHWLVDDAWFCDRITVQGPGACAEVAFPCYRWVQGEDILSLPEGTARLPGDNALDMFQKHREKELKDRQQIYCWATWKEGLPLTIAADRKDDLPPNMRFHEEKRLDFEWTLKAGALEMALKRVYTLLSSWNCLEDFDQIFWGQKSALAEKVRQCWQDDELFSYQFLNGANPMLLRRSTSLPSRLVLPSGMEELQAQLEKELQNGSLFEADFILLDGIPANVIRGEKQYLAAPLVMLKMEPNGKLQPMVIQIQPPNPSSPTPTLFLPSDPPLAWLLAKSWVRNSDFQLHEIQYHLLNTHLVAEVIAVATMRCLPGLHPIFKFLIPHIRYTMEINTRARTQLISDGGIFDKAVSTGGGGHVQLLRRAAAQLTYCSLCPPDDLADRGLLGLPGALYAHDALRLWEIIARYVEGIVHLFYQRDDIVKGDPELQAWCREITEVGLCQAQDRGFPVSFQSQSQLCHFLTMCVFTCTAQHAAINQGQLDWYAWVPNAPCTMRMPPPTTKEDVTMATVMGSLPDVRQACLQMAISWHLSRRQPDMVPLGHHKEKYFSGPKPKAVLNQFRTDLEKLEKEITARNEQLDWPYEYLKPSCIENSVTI
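Hydroperoxide product was detected by ferrous iron/xylenol orange as the 573 to 405 nm absorbance ratio. Arachidonic acid at 40 uM (final) was turned over for 30 min at room temperature by 150 nM human 12hLO, pH 7.0 Hepes buffer, after 15 min compound preincubation.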
* marks the source's active call; other numbers are inactive results; ? = inconclusive; & = joins results of further samples; [ ] = another dose, or the depositor's remark. % is scaled to controls: 0 for no effect and ±100 for the full control effect; potency is read from the fitted curve at half-maximal effect. This is a subset. The share of hits here may be higher or lower than overall.

SMILES	12-LOX inh
O=C(NCc1ccccc1)[C@@H]1CCCN1C(=O)[C@H]1CCCN1C(=O)c1ccc(F)c(C(F)(F)F)c1	4%
O=C1CCC[C@H]2[C@@H](Cc3ccccc3)[C@@H](NS(=O)(=O)c3cccs3)CC[C@]23CCCN13	-4%
CCC1c2nccn2CCCN1C(=O)CCc1ccc(OC)c(OC)c1 (stereo unspecified)	3%
Cc1cc(C)cc(N2CCC(NC(=O)c3cc(C)ccc3C)C2=O)c1 (stereo unspecified)	10%
COc1ccc2nc([C@H]3CCN(C(C)C)C3)[nH]c2c1	-5%[176 µM]
COc1ccc(C(=O)N[C@H]2C[C@H]3C(=O)Nc4cc(Cl)ccc4C(=O)N3C2)cc1	-8%[176 µM]
CC(C)Oc1ccc(C(=O)N2C[C@@H]3CCN(C)C[C@]3(C(=O)O)C2)cc1	7%
O=C(Nc1ccc(F)cc1)c1ccn2cncc2c1	85%[activator][176 µM]
Cc1c(F)cccc1NC(=O)N1CCCC(c2noc(COc3ccccc3F)n2)C1 (stereo unspecified)	11%
COc1ccc(C(=O)NCC2Cn3cccc3C(=O)N2Cc2ccccc2)cc1OC (stereo unspecified)	7%
CC(=O)Nc1ccc(C(=O)N2CCC3(CC2)CN(C(=O)NC(C)C)Cc2ccccc2O3)cc1	19%[6.33 µM]
COC1C(=O)N(c2cccc(F)c2)C12CCN(S(=O)(=O)c1cccs1)CC2 (stereo unspecified)	-6%
COc1ccc(C(=O)NCC(=O)N2CCCCCNC(=O)CC2c2ccccc2)cc1 (stereo unspecified)	27%
O=C1NC(=NC2CCCC2)C2(CCN(CC3CCCCC3)CC2)N1c1cc(F)cc(F)c1	9%[6.33 µM]
CCN(CC)C(=O)[C@@H]1CCC[C@@H](NCc2ccc(OC)cc2)CN(C)C(=O)C1	30%[176 µM]
COC(=O)[C@H](Cc1ccc(OC)cc1)NC(=O)[C@H]1CN(C(=O)c2ccc(N(C)C)cc2)CCN1C(=O)c1cccs1	7%
Cc1ccc(C(=O)N[C@@H](Cc2ccccc2)C(=O)N2CCCOCCNC(=O)CC2)s1	50%[activator]
COc1ccc(-c2[nH]nc3ncc(C(=O)N4CCC(c5ccccc5)CC4)nc23)c(C)c1	12%[176 µM]
COc1ccc(CC(=O)N2CC[C@H]3CC(=O)N(CCc4cccc(OC)c4OC)CC[C@H]3C2)cc1	32%[activator]
OCC1(CCc2ccccc2)CCCNC1 (stereo unspecified)	36%[activator]

Compounds above with an NH in an aromatic ring, in the order listed:
SMILES	12-LOX inh
COc1ccc2nc([C@H]3CCN(C(C)C)C3)[nH]c2c1	-5%[176 µM]
COc1ccc(-c2[nH]nc3ncc(C(=O)N4CCC(c5ccccc5)CC4)nc23)c(C)c1	12%[176 µM]

Additional records.
SMILES	12-LOX inh
F[C@@H]1CN(Cc2ccnc3ccccc23)C[C@@H]1OCc1nc2ncccc2[nH]1	59%[activator][176 µM]
CC1CCCN(C(=O)c2cc3c(s2)CCN(C(=O)c2ccc(Cl)cc2)C3)C1 (stereo unspecified)	6%
COc1ccc(CN2CC(Oc3ccc(F)c(F)c3)C2)cc1	1%[6.33 µM]
COC(=O)[C@@H]1C[C@H](NS(=O)(=O)c2ccc3c(c2)NC(=O)CO3)CN1C	4%
O=C(c1ccccc1F)N1CC(Oc2ccc(F)c(F)c2)C1	6%[6.33 µM]
Cc1ccc(O[C@H]2CCOC[C@H]2NC(=O)CCc2ccc(F)cc2)cn1	3%
O=C(NC1CCCN(c2cc(-c3ccccc3)[nH]n2)C1)c1ccccc1Br (stereo unspecified)	59%[activator]
O=C(NCc1cnccn1)c1ccc(-c2ncc3cnc(-c4cccc(F)c4)cn23)cc1	-2%[176 µM]
COC[C@@H]1[C@H](NC(=O)c2cnc(-c3cccnc3)nc2C)[C@@H]2CCO[C@H]12	72%[activator]
O=C(c1c[nH]c2ccccc12)N1CCC2(CC1)COc1ccccc1[S+](=O)([O-])N2	7%[6.33 µM]
Cc1cc(C(=O)N[C@@H]2CN(Cc3ccccn3)C[C@H]2CN(C)C)n[nH]1	133%[activator]
O=C(CC1CCOCC1)N1CCN(Cc2cccc(F)c2)CC1	22%
O=C1c2c(nc(COc3cc(F)cc(F)c3)n2Cc2ccccc2)NCCN1Cc1ccccc1F	-7%
O=C(CCC1CCCN(C(CO)CO)C1)N1CCN(Cc2ccccc2)CC1 (stereo unspecified)	3%
CCCCS(=O)(=O)N1CCC2(CC1)CN(C(C)=O)CC2COC (stereo unspecified)	44%[activator]
Cc1nc(C(=O)N2CC[C@H](NS(=O)(=O)c3cccs3)C[C@H]2C(=O)N[C@H](Cc2c[nH]c3ccccc23)C(N)=O)cs1	10%
CN1CCN(Cc2nc(C3(O)CCN(C(=O)c4ccc(F)cc4)CC3)cs2)CC1	27%[176 µM]
O=C(Cn1c2c(c(=O)n1Cc1ccccc1)CCN(Cc1ccccc1)C2)NCc1cccc(F)c1	0%
CCN(CC)Cc1cnc2c(C(=O)Nc3ccc(OC)c(OC)c3)cnn2c1	30%
O=C(c1ccc(OC(F)(F)F)cc1)N1CCC(c2n[nH]c(=O)n2-c2ccccc2)CC1	?
O=C(NC1CCCN(c2cc(-c3ccccc3)[nH]n2)C1)c1nccc2ccccc12 (stereo unspecified)	26%
COC(=O)c1cc2c(c3c4ccccc4n(S(=O)(=O)c4ccc(OC)cc4)c13)C(=O)N(Cc1ccco1)C2	40µM*
CN1c2cc(C(=O)NCCCc3ccccc3)ccc2C(=O)N2CCCCC21 (stereo unspecified)	25%
O=C(NCc1ccccc1)C1=NO[C@@H]2CN(Cc3ccc(F)c(F)c3)C[C@H]12	-7%[176 µM]
Cc1ccccc1-n1ncc(C(C)NC(=O)c2cn[nH]c2-n2cnnn2)c1C (stereo unspecified)	19%
C[C@@H]1CCCCO[C@@H](CN(C)C(=O)NC2CCCCC2)[C@@H](C)CN([C@H](C)CO)C(=O)c2cc(N(C)C)ccc2O1	-21%
CN1C[C@@H](NC(=O)NCc2ccccc2)C[C@H]1c1nc(-c2cncnc2)no1	91%[activator][176 µM]
COc1ccc(Cl)cc1-c1ccc2c(c1)C(=O)N1CCN(C(=O)c3ccco3)C[C@H]1C(=O)N2	-4%
COCC1CN(C2CCC2)CC12CCN(C(=O)c1cccc(C#N)c1)CC2 (stereo unspecified)	29%
Cc1ccc(CNC(=O)c2ccc(OC3CCN(S(C)(=O)=O)CC3)c(Cl)c2)s1	?
Cc1noc(C)c1NC(=O)N[C@@H]1CCC[C@@H](C(=O)N2CCN(C)CC2)CC(=O)N(C)C1	23%[176 µM]
O=C(Cn1ccc(=O)[nH]c1=O)N1CCCC(c2[nH]ncc2-c2ccc(F)cc2)C1 (stereo unspecified)	-3%
COC[C@@H]1CN(Cc2ccc(Br)o2)C[C@H]1C(=O)NC1CC1	15%
c1ccc(NCCn2cc(C3CCCNC3)nn2)cc1 (stereo unspecified)	?
O=C(NC1CCNCC1)c1cc(C2CC2)nc2c1c(C1CCCN1)nn2-c1ccccc1 (stereo unspecified)	0%[6.33 µM]
Cc1ccccc1CN1[C@@H](C)[C@H](c2ccccc2)Oc2cccc(NCCc3ccccc3)c2S1(=O)=O	-16%
COCCn1c(COc2ccc(S(C)(=O)=O)cc2)nnc1C1CC(N)C1 (stereo unspecified)	7%&-2%
CCn1cc(-c2ccc(F)cc2)cc1C(=O)N1CCCCCC1	7%
COc1ccc(CC2CCOC3(CCNCC3)C2)cc1 (stereo unspecified)	-14%
CCNC(=O)NC[C@H]1O[C@H](Cc2cc(-c3ccc(F)cc3)on2)CC[C@@H]1O	4%[176 µM]
CCc1cc(N2CCN(C)C(C(=O)O)C2)nc(N2CCOCC2)n1 (stereo unspecified)	3%
O=C(NCCC1=CCCCC1)c1nnn2cc(-c3ccccc3)[nH]c(=O)c12	?
CC(C)NC(=O)NCC1Cn2cccc2CN1C (stereo unspecified)	74%[activator]
O=C(NC1CC1)c1ccccc1OCC1CCCN(Cc2ccc3c(c2)CCO3)C1 (stereo unspecified)	15%
O=C(NCc1ccc(F)cc1)C1CCc2nnc(C3CCN([S+](=O)([O-])c4ccccc4)CC3)n21 (stereo unspecified)	1%[6.33 µM]
O=c1[nH]c(N2CCOCC2)nc2c1CCN(Cc1ccc(Cl)cc1F)CC2	-2%
Cc1ccsc1C(=O)NC1CCc2nn(CC3CC3)c(=O)n2CC1 (stereo unspecified)	49%[activator]
Cc1ccc(-c2ncc(C(=O)NCCC3=CCCCC3)c(-c3ccncc3)n2)cc1	4%
O=C(c1ccc(Cn2ccnc2)o1)N1CCCCCC1c1nnc(-c2ccccc2)o1 (stereo unspecified)	36%[activator]
CC(=O)NCC(=O)N1Cc2ccccc2CC2(CCCN2Cc2cccnc2)C1 (stereo unspecified)	?
Cc1cc(S(=O)(=O)N2CCCC(Cn3cnc4cccnc43)C2)ccc1F (stereo unspecified)	0%
CC(=O)NCCC(=O)N1Cc2ccccc2CC2(CCCCN2CC2CCCC2)C1 (stereo unspecified)	6%[6.33 µM]
O=C1CCC[C@H]2C3CC(CN(c4nc5ccccc5s4)C3)CN12 (stereo partly specified)	-11%
O=C(Nc1cccc(C(F)(F)F)c1)c1nc2c(o1)CCN(Cc1cnc[nH]1)CC2	41%[activator][176 µM]
Cn1cnc(S(=O)(=O)NCCc2noc(-c3ccccc3)n2)c1	?
CN(C)C(=O)c1ccc(-c2ccc3ncn(-c4ccc(F)cc4F)c(=O)c3n2)cc1	-14%[176 µM]
Cc1cnc(C(=O)N2CCC3(CC2)CC(N(Cc2ccc(F)cc2)C2CC2)CCO3)cn1 (stereo unspecified)	-3%
CCn1ncc(N2CCCC(CC(=O)NCCN3CCCC3)C2)cc1=O (stereo unspecified)	85%[activator]
CNC(=O)Cn1nc(C2CCN(C(=O)c3cccs3)CC2)c2c1CCOC2	62%[activator]
O=C(Nc1ccc(F)cc1)c1ccc2c(c1)OCCN(C1CCC1)C2	?

Remaining list, next part
SMILES	12-LOX inh
Cc1ccc(OC2(C(=O)N(C)Cc3n[nH]c4c3CCCC4)CCNCC2)cc1	?
CCOC(=O)C1(Cc2ccccc2)CCNCC1	34%[activator]
Cc1ccc(C2Cn3nnc(-c4noc(Cc5ccc(F)cc5)n4)c3CO2)cc1 (stereo unspecified)	33%[activator]
O=c1[nH]c(N2CCOCC2)nc2c1CCN(Cc1ccccc1F)CC2	16%
CN1CCN(C(=O)[C@H]2C[C@H](C(=O)O)CN(C(=O)c3ncccc3O)C2)CC1	4%
COc1ccc(C(=O)N2CCC(=O)N(Cc3ccc(F)cc3)C(C(C)C)C2)o1 (stereo unspecified)	17%
COc1ccc([C@@H]2[C@@H](C(=O)N3CCOCC3)CC(=O)N2S(=O)(=O)c2ccc(F)cc2)cc1	14%
Cc1noc(C)c1[S+](=O)([O-])N1CCC2(CC1)OCCN(c1ccc(F)cc1)C2=O	-25%[176 µM]
O=C1CN(CC(=O)N2CCC3(CC2)OCCCC3O)C(=O)N1 (stereo unspecified)	29%
Cc1cc(C)n(CCCC(=O)N2C[C@H](CO)C[C@H](CN(C)C)C2)n1	14%
O=C(CN1CC(=O)NC1=O)NCc1noc(-c2ccc3c(c2)OCO3)n1	21%
CN1CC(=O)N(C2CCNC2)Cc2c1ncnc2N1CCC(N2CCCC2)CC1 (stereo unspecified)	-14%[6.33 µM]
CC(C)NC(=O)N(C1CC1)C1CCOC2(CCN(C(=O)c3ccc4nc[nH]c4c3)CC2)C1 (stereo unspecified)	28%
CCc1noc(CN(CC)C(=O)Cn2nc(C)n(Cc3ccccc3)c2=O)n1	76%[activator]
O=C1N(c2ccccc2)C[C@H]2CN(CC3CC3)CCN12	-4%[176 µM]
CC(=O)NC1CCN(C(=O)c2coc(COc3ccc4c(c3)OCO4)n2)C1 (stereo unspecified)	93%[activator]
COc1ccc(CNC(=O)c2c(C)noc2-c2ccco2)cc1	76%[activator]
O=C(c1cccnc1)N1CCC2(CCCN(C3CCOCC3)C2=O)C1 (stereo unspecified)	8%
Cc1ccsc1[C@@H]1CCN(C(=O)c2ccc(-n3cnnn3)cc2)C[C@H]1O	31%[activator]
CN(Cc1ccc2nsnc2c1)C(=O)c1cccc(-n2cnnc2)c1	37%[activator]

Filtered by structure, the entries above with a CF3 group.
SMILES	12-LOX inh
O=C(NCc1ccccc1)[C@@H]1CCCN1C(=O)[C@H]1CCCN1C(=O)c1ccc(F)c(C(F)(F)F)c1	4%
O=C(c1ccc(OC(F)(F)F)cc1)N1CCC(c2n[nH]c(=O)n2-c2ccccc2)CC1	?
O=C(Nc1cccc(C(F)(F)F)c1)c1nc2c(o1)CCN(Cc1cnc[nH]1)CC2	41%[activator][176 µM]

The list goes on.
SMILES	12-LOX inh
Cc1cnc(CCNS(=O)(=O)c2ccccc2)n1CC1CC1	-1%
Cc1cn2nc(C(=O)N3CCC(NC(=O)c4ccsc4)CC3)cc2c(=O)[nH]1	26%
Cc1nn(-c2ccccc2)c(Oc2ccc(F)cc2F)c1CCC(=O)N(C)C(C)C	14%
O=C(Nc1ccccc1)O[C@@H]1CO[C@H]2[C@@H]1OC[C@@H]2NC(=O)C1CCCCC1	-19%[176 µM]
CN(Cc1ccccc1)Cc1cn([C@H]2CO[C@H]3[C@@H]2OC[C@@H]3NC(=O)Nc2cccc(C(F)(F)F)c2)nn1	15%

Pulled one by one from the list above:
SMILES	12-LOX inh
Cc1cnc(CCNS(=O)(=O)c2ccccc2)n1CC1CC1	-1%
O=C(Nc1ccccc1)O[C@@H]1CO[C@H]2[C@@H]1OC[C@@H]2NC(=O)C1CCCCC1	-19%[176 µM]
CN(Cc1ccccc1)Cc1cn([C@H]2CO[C@H]3[C@@H]2OC[C@@H]3NC(=O)Nc2cccc(C(F)(F)F)c2)nn1	15%
